Cardiac RTF inh – cardiac RTF calcium desensitization | inhibition, % at 7.15 µM | hit rate 0.12% among 340,000 | IANBD-labeled cardiac RTF, Ca2+ fluorescence | AID 493244 | P19429+P45379;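 active means inhibition above the mean inhibition of all tested compounds plus 3 SD, cut at about 17% in these data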;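 further: assay run at fixed EC70 calcium of 1.6 mM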
Rtt109 Vps75 – inhibitors of Candida albicans Rtt109/Vps75 histone acetyltransferase; Q5AAJ8; AID 540336; hit rate 0.16% among 330,000; inhibition, % at 34.9 µM; purified Rtt109/Vps75, ThioGlo CoA-SH fluorescence, 4 h;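 active means inhibition of at least 50% in every replicate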
PvdQ inh – blocks Pseudomonas aeruginosa PvdQ acylase activity | purified PvdQ acylase, fluorescence plate reader | inhibition, % at 10 µM | AID 488965 | hit rate 0.063% among 340,000; in the data active means inhibition above about 30%, passing the limit was not always enough;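 further: 0% = vehicle neutral wells and 100% = reference inhibitor wells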
PfHsp90 yeast 2 – inhibits growth of yeast expressing Plasmodium falciparum Hsp90; S. cerevisiae expressing PfHsp90, BacTiter-Glo ATP, 48 h; yeast lacking PDR1 and PDR3 efflux regulators; inhibition, % at 9.4 µM; hit rate 0.32% among 310,000; AID 504621;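 active means every replicate shows inhibition above about 80%, whatever the replicate mean, limit read from the data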;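 further: 0% = DMSO neutral controls and 100% = 20 µM radicicol positive controls; yeast relying on Plasmodium falciparum Hsp90 in place of its own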
RTF Ca sens act – increases calcium sensitivity of human cardiac regulated thin filaments. P19429+P45379. IANBD-labeled TnC RTF fluorescence at EC20 calcium; 0% EC20 calcium, 100% full calcium. activation, % at 7.2 µM. hit rate 0.24% among 340,000. AID 493008;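 active means activation above the mean over all tested compounds plus 3 SD, cut at about 30% in these data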;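 further: rise in fluorescence read as greater calcium sensitivity of cardiac thin filaments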
C-LANA FP – KSHV C-LANA DNA binding inhibition. MBP-C-LANA/FAM-LBS DNA binding, fluorescence polarization. inhibition, % at 9 µM. hit rate 0.078% among 340,000. AID 504423;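 active means highest replicate inhibition at or above 60% at 9 µM, even if other replicates fall short; inactive means all replicates below 60% inhibition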;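 further: 0% = neutral control wells and 100% = 4 µM acridine orange control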
SUMO Mot1 rescue – inhibitors of SUMOylation pathway: yeast Mot1-301 growth rescue; S. cerevisiae Mot1-301 growth rescue, ATP luminescence, 38.5C; percent above DMSO median, 100 means doubled; AID 2716; growth rescue, % at 18.8 µM; hit rate 1% among 320,000;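 active means every valid replicate shows activation above 250% relative to neutral control wells; inactive means the rest, any valid replicate at or below 250%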;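 further: OY570 slx delta 5 strain wells were the positive control but not used for scaling; some compounds called inactive have numbers as strong as hits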
dFosB activator – activators of mouse delta FosB homodimer; P13346; purified delta FosB, TAMRA-CDK5 oligo fluorescence polarization; percent of positive-control signal above neutral wells; activation, % at 25 µM; hit rate 0.99% among 340,000; AID 493131;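 active means mean activation above about 17%, with every replicate also reaching it, limit read from the data, passing the limit was not always enough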;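 further: fluorescence polarization rise as delta FosB binds a TAMRA Cdk5 AP-1 oligo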
Target sequence (P13346 whole entry, looked up): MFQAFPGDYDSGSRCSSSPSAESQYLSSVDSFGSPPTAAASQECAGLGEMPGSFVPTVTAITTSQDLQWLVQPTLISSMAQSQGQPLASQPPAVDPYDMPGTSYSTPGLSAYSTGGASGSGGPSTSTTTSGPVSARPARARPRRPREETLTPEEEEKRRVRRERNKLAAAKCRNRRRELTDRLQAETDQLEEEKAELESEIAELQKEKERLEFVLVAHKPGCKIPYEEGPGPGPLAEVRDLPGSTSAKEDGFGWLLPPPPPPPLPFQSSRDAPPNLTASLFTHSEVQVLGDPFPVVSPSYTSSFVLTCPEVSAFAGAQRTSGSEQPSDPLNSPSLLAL
NSD2 HMT inh – inhibitors of human histone methyltransferase NSD2. NSD2 peptide methylation, AlphaScreen, 120 min. inhibition, % at 12.5 µM. hit rate 0.54% among 310,000; in the data active means inhibition above about 50%
Keap1 Nrf2 FP – disrupts human Keap1 binding to Nrf2 peptide; AID 504523; hit rate 0.15% among 340,000; Q14145; inhibition, % at 9.4 µM; Keap1 Kelch-Nrf2 peptide fluorescence polarization, 1536-well; in the data active means inhibition above about 12%;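 further: human Keap1 Kelch domain with fluorescein labeled Nrf2 9mer peptide probe; 0% = neutral control wells and 100% = peptide positive control; higher means more block of Keap1 binding to Nrf2 peptide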
CDK5 inh – CDK5/p35 (human) kinase inhibition | Recombinant CDK5/p35, ADP-Glo luminescence, 60 min | inhibition, % at 10 µM | hit rate 0.01% among 330,000;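 active means highest replicate inhibition of at least 50% and at least 75% of replicates reaching 50%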;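 further: plate controls were DMSO neutral control for no effect and GW8510 at 10 µM for full effect; many of its hits are not listed in these tables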
Target sequence (Q00535 whole entry, looked up): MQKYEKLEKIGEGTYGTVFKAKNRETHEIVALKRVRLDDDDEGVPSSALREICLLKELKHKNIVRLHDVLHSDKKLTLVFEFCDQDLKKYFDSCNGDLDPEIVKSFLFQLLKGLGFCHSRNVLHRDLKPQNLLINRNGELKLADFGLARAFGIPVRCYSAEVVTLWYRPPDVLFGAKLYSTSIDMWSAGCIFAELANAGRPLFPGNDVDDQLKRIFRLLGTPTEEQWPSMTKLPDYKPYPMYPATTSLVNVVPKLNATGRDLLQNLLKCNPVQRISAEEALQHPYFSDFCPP
Target sequence (Q15078 whole entry, looked up): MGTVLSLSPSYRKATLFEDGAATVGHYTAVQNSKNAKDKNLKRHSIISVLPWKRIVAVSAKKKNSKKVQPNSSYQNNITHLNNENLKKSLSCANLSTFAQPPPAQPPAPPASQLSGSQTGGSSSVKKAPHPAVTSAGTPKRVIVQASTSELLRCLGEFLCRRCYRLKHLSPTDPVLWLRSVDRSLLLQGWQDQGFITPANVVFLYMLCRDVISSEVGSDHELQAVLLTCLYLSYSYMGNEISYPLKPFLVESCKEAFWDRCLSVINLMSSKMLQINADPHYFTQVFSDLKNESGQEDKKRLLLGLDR
An asterisk follows results filed as active; i = inactive; . = no result given.

SMILES	Cardiac RTF inh	Rtt109 Vps75	PvdQ inh	PfHsp90 yeast 2	RTF Ca sens act	C-LANA FP	SUMO Mot1 rescue	dFosB activator	NSD2 HMT inh	Keap1 Nrf2 FP	CDK5 inh
CCOc1ccccc1/C=N/NC(=O)c1nnn(-c2nonc2N)c1CN1CCCC1	-10	6	0	8	2	0.1	11	2	-1	-3	-0.9
COc1ccc(C(CNC(=O)Nc2cccc(C)c2)N2CCN(C)CC2)cc1 (centres undefined)	0	-6	-9	16	-2	2.1	11	-8	0	-3	0.3
COC(=O)c1ccc2nc(NC(=O)CN3C(=O)CCC3=O)sc2c1	-3	6	-2	-16	-2	0.6	2	-5	3	-3	-0.3
Cc1c(C(=O)CN2CCSCC2)c2ccccc2n1C	-3	1	-14	-16	0	0.8	9	3	.	0	1.1
O=C(CSc1nc2ccccc2s1)NC(=O)NCc1ccco1	-2	0	-1	4	0	0.1	4	-8	8	1	-1.3
COc1ccc(OC)c(S(=O)(=O)N/N=C(/C)c2c[nH]c3ccccc23)c1	0	-2	-6	-17	-2	-1.6	23	-12	-3	-7	-2.2
O=C(COC(=O)c1ccccn1)NCc1cccc(Cl)c1	-14	-3	-15	.	8	0.6	.	2	-5	0	-1.3
COc1ccc(NS(=O)(=O)c2ccc(C)c(C(=O)N3CCCCCCC3)c2)cc1	-4	3	-12	0	-7	-0.1	89	-3	8	-2	0.1
C/C(=N/NS(=O)(=O)c1ccc(Cl)cc1)c1cccc(O)c1	-3	0	3	10	0	0.3	3	8	11	1	0.2
O=C(COc1cccc2ccccc12)N1CCN(c2ccccn2)CC1	-3	4	-8	-24	6	-0.5	9	1	2	-1	-1.1
CCOc1ccc(C(=O)NC(C)(C)CC)cc1	-6	8	-1	-1	3	1.8	23	6	1	-2	-0.9
CC(=O)Nc1ccc(S(=O)(=O)N2CCN(C(=O)c3ncoc3-c3cccc(F)c3)CC2)cc1	8	-14	9	-13	-4	-0.2	329	-7	1	-1	0.1
CC(C)(C)c1nnc2sc(SCC(O)=C(C#N)c3nc4ccccc4[nH]3)nn2c1=O	-12	-2	-7	-6	8	0.4	.	-16	1	-1	0.5
CN(C)C(=O)CN1CCN(c2nc3nonc3nc2N2CCCCC2)CC1	-7	-9	-5	.	-2	-0.7	-13	-13	-5	0	-3.7
Cc1cccc(CNc2ccc(C(CC(N)=O)NC(=O)c3cccc(Br)c3)cc2[N+](=O)[O-])c1 (centres undefined)	-3	-4	-6	-1	0	3.5	-30	-2	.	-6	1.5
Cc1cc(/C=N\NC(=O)CC(=O)NC2CCCCC2)c(C)n1-c1ccc(Cl)c(Cl)c1	-5	6	-16	15	-9	2.6	8	-7	-12	-5	-0.2
CC1CN(C(=O)c2cc3c(=O)n4ccccc4nc3s2)CC(C)O1 (centres undefined)	-9	i	9	-3	0	-0.9	-1	-6	-1	-1	-0.1
O=C(NC1CCCC1)C(c1ccncc1)N(Cc1ccccc1F)C(=O)c1csnn1 (centres undefined)	-5	-3	-13	9	-4	1.0	117	-2	-4	-3	1.4
Cc1oc(C(C)(C)C)cc1C(=O)NCC(=O)NCC(=O)O	2	-2	-7	-4	11	0.3	7	4	0	-5	1.8
CCOC(=O)c1ccc(NC(=O)CSC2=NN3CCCC(=O)N=C3S2)cc1	-3	-2	-7	15	-1	0.0	-15	-7	-2	5	0.3

Limited to CDK5 inh and SUMO Mot1 rescue, for some of the entries so far:
SMILES | CDK5 inh | SUMO Mot1 rescue
COc1ccc(C(CNC(=O)Nc2cccc(C)c2)N2CCN(C)CC2)cc1 (centres undefined) | 0.3 | 11
COC(=O)c1ccc2nc(NC(=O)CN3C(=O)CCC3=O)sc2c1 | -0.3 | 2

More records
SMILES	Cardiac RTF inh	Rtt109 Vps75	PvdQ inh	PfHsp90 yeast 2	RTF Ca sens act	C-LANA FP	SUMO Mot1 rescue	dFosB activator	NSD2 HMT inh	Keap1 Nrf2 FP	CDK5 inh
O=C(c1nnc(-c2ccc(Cl)cc2)o1)C1CCCC1	-4	-4	-15	-9	1	1.0	.	-13	-4	-2	0.3
Cc1onc(-c2ccccc2Cl)c1C(=O)N1CCCc2ccccc21	-16	5	-4	0	2	-0.5	31	-5	0	2	-2.2
Cc1cc(S(=O)(=O)Nc2cccnc2)c(Cl)cc1Cl	-7	15	7	-21	6	-0.7	-4	4	-9	-4	-1.1
O=C(O)CCSc1nnc(SCC(=O)NCC(F)(F)F)s1	-1	0	-12	2	5	1.7	.	8	2	1	-0.9
Cn1nc(C(=O)Nc2ccc(S(=O)(=O)Nc3ncccn3)cc2)ccc1=O	-11	2	-7	26	15	3.0	14	-4	-5	-1	-9.3
C[C@H](NC(=O)[C@@H]1Cc2ccccc2CN1C(=O)OC(C)(C)C)C(=O)NCC1CCCO1 (some centres undefined)	-1	-6	-16	1	6	-0.6	-8	-2	-6	-1	0.4
Cc1ccc(C(=O)O)cc1N=Cc1cc(Br)cc(Br)c1O	-16	2	-8	107*	-1	0.5	858*	5	.	0	2.6
Cc1ccc(/C=N/NC(=O)c2cc3c(s2)CCCC3)o1	-2	10	5	9	2	-1.6	30	0	2	4	2.5
O=c1ccn(C2CCCO2)c(=O)[nH]1 (centres undefined)	3	-1	-5	-3	3	0.4	.	-2	-1	-4	-3.6
C/C(=N\NC(=O)Cn1nc(C)c(Br)c1C)c1cccs1	-2	0	-9	-14	-2	-3.0	-8	2	-2	-4	1.7
CC1CCCCC12NC(=O)N(CC(=O)OCC(=O)NCc1ccc(F)cc1)C2=O (centres undefined)	-1	-2	-15	24	-3	-1.0	-7	-7	.	-9	-0.9
CCn1c(=S)[nH]c2cc(Cl)ccc21	2	-1	-5	8	-3	-1.5	1	4	-1	-3	4.5
O=C(Nc1cccc2ccccc12)C1CCN(C(=O)NCc2ccccc2)CC1	1	-1	-2	-8	6	0.4	-3	-4	12	1	-1.2
Cc1cccc(-n2ccnc2SCC(=O)Nc2nccs2)c1	0	-3	-9	.	1	-0.4	1	3	6	-4	0.0
CCOC(=O)C1=C(O)/C(=C/c2ccc(OCC(=O)O)c(OCC)c2)SC1=Nc1ccc(C)cc1	9	4	4	17	1	-2.1	-15	-8	10	-2	-0.9
CSc1nc2ccc(NS(=O)(=O)c3cccc(Cl)c3Cl)cc2s1	-4	0	-7	-43	1	-1.5	9	-2	6	3	2.5
C/C(=N\NC(=O)c1ccn[nH]1)c1cn(C)nc1C	-8	.	15	9	-7	-1.4	59	-6	-1	-2	0.0
CCc1nnc(NC(=O)CCC(=O)NCc2ccc(OC)cc2)s1	-1	-8	-7	0	-5	-1.1	-19	0	2	-2	0.0
C/C(=N\N1CCN(Cc2ccccc2)CC1)c1ccco1	-3	0	-3	11	-1	-0.7	10	-5	1	2	-0.8
Cc1ccc(C(=O)Nc2ccc(S(=O)(=O)N3CCCC3)cc2)o1	-8	0	-9	-21	-2	-0.3	-4	-8	0	1	0.1
O=C(c1ccco1)N1CCN=C1SCc1ccccc1F	-7	-3	-2	2	3	-0.4	-1	-5	.	0	0.7
N#Cc1c(Cl)cccc1N1CCCC1	2	-7	2	1	2	-1.4	-1	-1	-5	-3	0.2
CSc1ccc(CN(C)C(=O)C(Cc2ccccc2)NC(=O)c2ccccc2)cc1 (centres undefined)	2	7	-10	-5	-6	-2.2	41	-16	-3	4	-2.1
COc1ccc(-c2noc(CCC(=O)NC3CCN(Cc4ccccc4)CC3)n2)cc1	-7	-5	-2	10	3	0.4	-10	-9	-5	0	0.9
O=C(CC1(O)C(=O)Nc2ccccc21)c1ccccc1 (centres undefined)	-8	-3	-14	7	0	0.4	-5	-4	.	-2	-3.3
O=C(O)CSc1nnc(-c2ccccc2O)n1Cc1ccccc1	-17	2	-15	40	-5	0.5	16	-6	4	-2	-0.2
O=C(Nc1ccccc1-c1ccccc1)c1cnccn1	-18	8	-10	-27	14	-0.5	.	-3	0	1	-0.4
O=C(c1cccs1)N1CCN(Cc2ccccn2)CC1	-7	-8	-9	-5	-2	-2.4	5	-1	2	-7	-0.7
Cc1ccc(S(=O)(=O)NC(C(=O)N2CCN(S(=O)(=O)c3cccc(F)c3)CC2)C(C)C)cc1 (centres undefined)	-3	-3	-26	-30	12	-0.8	.	-3	94*	-6	-1.9
Cn1c(=O)[nH]c(=O)c2c1nc(Br)n2C/C=N/NC(=O)c1ccccc1	-3	-7	-7	3	6	-0.8	-8	-11	-1	-5	1.0
CCCS(=O)(=O)N1CCCC(C(=O)NCc2ccc(C)cc2)C1 (centres undefined)	-7	7	-9	13	2	-1.8	-8	-5	-5	0	0.4
COc1cccc(NC(=O)CSc2nnnn2C(C)C)c1	-26	-4	-17	-3	-9	-3.1	348	0	-4	-2	-0.1
Cc1nc(-c2ccc(Cl)cc2)sc1C1(C)CC(c2ccc([N+](=O)[O-])cc2)=NO1 (centres undefined)	4	0	-21	7	1	-1.6	1	6	.	-9	-3.2
COc1ccccc1C1C2C(=O)N(c3ccccc3)C(=O)C2ON1c1ccccc1 (centres undefined)	-12	-7	-8	-29	1	-1.7	515	-3	-1	1	2.6
COc1ccc(NC(=O)C2CCN(S(=O)(=O)c3ccc(N4CCCC4=O)cc3)CC2)cc1OC	-6	12	-8	12	-4	-1.3	-6	-11	1	-4	1.8
O=C(Nc1ccnc(-c2cccnc2)n1)c1ccc(Cl)cc1	-7	-14	-7	.	3	-0.9	13	6	-5	1	1.1
O=C(Nc1nc(-c2cccnc2)cs1)c1ccc([N+](=O)[O-])cc1	-6	-3	-9	10	11	1.3	-2	-3	-1	-2	-0.6
CC1CN(Cc2nnc(-c3ccccc3)o2)CC(C)O1 (centres undefined)	-1	3	-7	.	4	0.7	6	-8	-3	-2	-0.4
c1cnn(-c2cncc(-n3cccn3)n2)c1	0	-1	-15	-10	-1	-0.3	24	-10	-2	-4	2.5
CN1CCN(CC(O)COCCOc2ccc(Br)cc2)CC1 (centres undefined)	-2	-2	-6	-15	5	0.8	33	-4	5	-7	-1.7
COCCn1c(N)c(C#N)c2nc3ccccc3nc21	-3	-335	-15	-5	-2	-0.8	39	-1	9	-6	1.5
CC(C)(C)NCCCCOc1ccc(F)cc1	7	-9	-11	7	1	-0.1	-20	5	20	-2	1.6
Cc1noc(C)c1S(=O)(=O)Nc1ccc(C(=O)NC2CCCCC2C)cc1 (centres undefined)	1	-1	-19	28	2	3.0	2	-9	-1	-4	-0.3
COc1ccc(OC)c(NC(=O)Cn2cc(C#N)c3ccccc32)c1	-7	-4	-14	5	-4	-0.6	-8	-3	-1	-3	0.8
CCOC(=O)C1CCCN(C(=O)c2cccc(S(=O)(=O)N3CC(C)OC(C)C3)c2)C1 (centres undefined)	-9	1	-1	20	18	-1.1	.	-2	-2	-1	-5.5
COc1cc(C2C(C(C)=O)=C(O)C(=O)N2CCc2c[nH]c3ccccc23)ccc1O (centres undefined)	-4	0	9	.	5	-1.6	8	-2	-1	0	2.7
